Screens (PubChem BioAssay)
ST2 inh: inhibitors of human ST2 (IL1RL1) binding to IL-33, primary screen, biochemical, AlphaLISA. AlphaLISA ST2-Fc/biotin-IL-33 interaction, 1 h. inhibition, % for hits at 17 µM. 2.3% of 78,000 active; in the data active = inhibition above about 30%; inconclusive = mostly about 10% to 28%
Target sequence (Q01638 whole entry, looked up): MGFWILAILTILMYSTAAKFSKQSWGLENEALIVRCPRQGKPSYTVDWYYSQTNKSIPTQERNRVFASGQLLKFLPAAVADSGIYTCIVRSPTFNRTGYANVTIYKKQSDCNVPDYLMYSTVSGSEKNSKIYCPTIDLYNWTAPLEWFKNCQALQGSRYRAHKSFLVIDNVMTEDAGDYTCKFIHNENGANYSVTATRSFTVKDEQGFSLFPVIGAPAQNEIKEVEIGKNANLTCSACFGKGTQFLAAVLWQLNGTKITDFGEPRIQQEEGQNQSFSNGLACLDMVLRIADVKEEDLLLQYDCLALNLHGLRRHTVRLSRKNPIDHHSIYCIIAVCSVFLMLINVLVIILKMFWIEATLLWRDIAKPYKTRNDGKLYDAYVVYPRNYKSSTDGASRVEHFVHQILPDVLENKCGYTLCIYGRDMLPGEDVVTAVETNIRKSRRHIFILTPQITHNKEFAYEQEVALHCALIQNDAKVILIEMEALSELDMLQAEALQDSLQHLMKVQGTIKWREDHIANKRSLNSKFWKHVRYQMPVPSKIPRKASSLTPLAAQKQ
* = called active by the depositor; i = inactive; ? = inconclusive. This is a subset. The share of hits here may be higher or lower than overall.

molecule	ST2 inh
COc1ccc(N2C(=O)CN(C(=O)c3cccc(Cn4nc(C)cc4C)c3)CC23CCCC3)cc1	i
O=C(COc1ccccc1)NCCSc1c[nH]c2ccccc12	i
Cn1c(=O)c2c(nc(NCCO)n2Cc2ccc(Cl)cc2Cl)n(C)c1=O	i
OCC(NC1CCC2(CCNCC2)CC1)c1ccccc1 (stereo not given)	i
CCC(=O)N(c1ccccc1)C1CC(C)Nc2ccccc21 (stereo not given)	i
Cc1c(C(=O)NCc2cccnc2)oc2ccc(S(=O)(=O)N3CCOCC3)cc12	i
COCc1nc2cc(NC(=O)Cc3ccccc3)cc(C(=O)N(C)CC3CCCCO3)c2n1C (stereo not given)	i
CCOc1ccccc1N1CCN(Cc2ccc(OC)c(O)c2)CC1	i
COC(=O)C12C(=O)C(C)=C(O)C1(C)C(C)=CC1C34CCC(OC3=O)C(C)(C)C4CCC12C (stereo not given)	i
CN(C)S(=O)(=O)NC1CC(=O)N(Cc2ccccc2C(F)(F)F)C1 (stereo not given)	i
Cc1cccc(-c2nc3cc(NC(=O)c4ccco4)ccc3o2)c1	?
COc1ccc(-c2c3c(=O)n(C)c(=O)n(C)c3cn2-c2ccc(C)cc2C)cc1	i
CCCCC/C=C/C(=O)CCc1ccc(O)c(OC)c1	i
COc1cccc(-c2ccc(NC(=O)C3CCCN(Cc4cccc(C)n4)C3)cc2)c1 (stereo not given)	i
Cc1cc(=O)[nH]c(SCC(=O)Nc2nnc(C)s2)n1	?

Continuation.
molecule	ST2 inh
CCCCCNc1nc(CC)c2c(c1C#N)CC(C)(C)OC2	i
C=CCn1c(CCCNC(=O)c2ccccc2)nc2ccccc21	i
CCOc1ccc(C2CC(=O)N3CN(Cc4ccccc4)CSC3=C2C#N)cc1 (stereo not given)	i
CC1=NN(c2ccc(Br)cc2)C(=O)/C1=C\c1ccc(-c2cccc([N+](=O)[O-])c2)o1	i
Cc1ccc2cccc(OCCOc3ccccc3)c2n1	i
CCCc1cc2ccccc2o1	i
CC1(C)CC(=O)C2=C(C1)C(c1ccc(Br)c([N+](=O)[O-])c1)C1=C(O2)C(=O)CC(C)(C)C1	i
COc1ccc(/C=C(/C#N)c2nc(-c3cccs3)cs2)cc1OC	49%*
O=C(CC(c1ccccc1)c1ccccc1)Nc1ccc(S(=O)(=O)Nc2ncccn2)cc1	i
CCCn1c2ccccc2c2nnc(SCC(=O)Nc3ccccc3OC)nc21	i
O=C1CCCC2=C1C(c1ccco1)Nc1ccc(C(=O)c3ccccc3)cc1N2 (stereo not given)	?
CCOc1ccccc1C1C(C(=O)Nc2ccc(Cl)cc2)=C(C)Nc2nnnn21 (stereo not given)	i
CCOc1ccccc1CN1C(=O)CCC1(C)C(=O)NC1CCCC1 (stereo not given)	i
COc1ccccc1NC(=O)C1=C(C)Nc2nnnn2C1c1ccc(Cl)cc1 (stereo not given)	?
COc1cccc(NC(=O)/C(C#N)=C\c2cn(Cc3cccc(C)c3)c3ccccc23)c1	33%*

Next results follow:
molecule	ST2 inh
CC(=O)NCC1CCCN(Cc2cn(Cc3ccccc3)nc2-c2cc3ccccc3o2)C1 (stereo not given)	?
CN(CC(=O)Nc1ccc(C(=O)O)cc1)S(=O)(=O)c1ccccc1	i
COCC1(C(=O)NCc2ccc3c(c2)n(C)c(=O)n3C)CCC1	i
O=C(Nc1cccc(F)c1)N1Cc2[nH]cnc2C[C@H]1c1nc(-c2ccc(F)c(Cl)c2)no1	?
CC1=C[C@@H](CC#N)[C@H](C(C)C)C[C@H]1CC(=O)NCc1ccc(F)cc1	i
CCC(=O)Nc1cc(Cl)ccc1C(=O)N(C)Cc1nccn1CC	?
CCC(OC(=O)CN1C(=O)c2ccccc2C1=O)C(=O)Nc1sc2c(c1C#N)CCCC2 (stereo not given)	i
CCc1c(O)nc(SC(C)CC)n(-c2ccccc2)c1=O (stereo not given)	i
Cc1ccncc1C(=O)N1CCC(=O)N(CC2CC2)C(C(C)C)C1 (stereo not given)	i
Cc1ccc(-n2nc(C)c([C@@H]3C=C[C@@H](NC(=O)COCC(=O)O)C3)c2C)cc1Cl	?
CC(C)CCNC(=O)Cc1c(C(=O)O)[nH]c2ccccc12	i
Cc1ccc(C)c(S(=O)(=O)NCCOc2nc(NC(C)C)nc(NC(C)C)n2)c1	i
NNC(=O)C1CCCN(Cc2cccc(Cl)c2)C1 (stereo not given)	i
Cn1c(=O)c2c(nc(NCCCO)n2Cc2cccc(Br)c2)n(C)c1=O	i
Cc1ccc(Nc2c(-c3ccccc3)nc3cnccn23)cc1	i

Entries shown so far with a cyano group (6):
molecule	ST2 inh
CCCCCNc1nc(CC)c2c(c1C#N)CC(C)(C)OC2	i
CCOc1ccc(C2CC(=O)N3CN(Cc4ccccc4)CSC3=C2C#N)cc1 (stereo not given)	i
COc1ccc(/C=C(/C#N)c2nc(-c3cccs3)cs2)cc1OC	49%*
COc1cccc(NC(=O)/C(C#N)=C\c2cn(Cc3cccc(C)c3)c3ccccc23)c1	33%*
CC1=C[C@@H](CC#N)[C@H](C(C)C)C[C@H]1CC(=O)NCc1ccc(F)cc1	i
CCC(OC(=O)CN1C(=O)c2ccccc2C1=O)C(=O)Nc1sc2c(c1C#N)CCCC2 (stereo not given)	i

The list continues:
molecule	ST2 inh
O=C(O)c1cccc(Oc2ccccc2)c1	?
O=C(CCS(=O)(=O)c1cccc2nonc12)NCCc1ccc(Cl)cc1	i
CC1(C)Cc2c(c(N3CCOCC3)nc3snc(N)c23)CO1	?
COc1cc(/C=C2/SC(=Nc3ccccc3)NC2=O)cc(OC)c1O	?
CCC(CO)N(Cc1ccsc1)C(=O)c1ccc2cc[nH]c2c1 (stereo not given)	i
N#Cc1c(Nc2ccccc2)cc[nH]c1=O	i
CCOc1ccc(N2CN=c3s/c(=C\c4ccco4)c(=O)n3C2)cc1	?
CCc1cccc(OCCN2CCOCC2)c1	?
C=C1C(=O)OC2C(OC(=O)C=C(C)C)C(C)=C3C(=O)C=C(C)C3C(O)C12 (stereo not given)	?
COc1cc(N)c(Cl)cc1C(=O)OCCN1CCCCC1	i
c1nc(NCC2CCCO2)ncc1CN1CCCn2cncc2C1 (stereo not given)	i
O=C(C(Cc1cnc[nH]1)n1cccc1)N1CCC2(CC1)C(=O)Nc1ccccc12 (stereo not given)	?
O=C1CCS(=O)(=O)c2ccccc21	i
COc1ccccc1NC(=O)C1=C(C)Nc2nc3ccccc3n2C1c1ccc([N+](=O)[O-])cc1 (stereo not given)	?
Cc1cc(C)cc(-n2c(CN3CCNCC3)nc3cccnc32)c1	i

Part of the list above, reformatted.
C=CCn1c(CCCNC(=O)c2ccccc2)nc2ccccc21
  ST2 inh: i
OCC(NC1CCC2(CCNCC2)CC1)c1ccccc1 (stereo not given)
  ST2 inh: i

(cont.)
molecule	ST2 inh
CCn1cnc2sc(C(=O)Nc3ccc4c(c3)OCO4)c(C)c2c1=O	i
O=C(c1coc(COc2ccc(F)cc2)n1)N1CCC(c2ccc(F)cc2)C1 (stereo not given)	?
COc1cc(S(=O)(=O)NCCOC23CC4CC(CC(C4)C2)C3)ccc1Cl	i
CC(=O)c1ccc(NC(=O)c2cc(CC(C)C)on2)cc1	i
CC(C)Cn1cc(C(=O)N2CCCC(C)C2)c2c3ccccc3n(C)c2c1=O (stereo not given)	i
CCc1ccc(C2CC(c3ccc(C(C)C)cc3)n3nc(N)nc3N2)cc1 (stereo not given)	i
CC1CCN(c2nc(-c3ccccc3)c3c(N)[nH]nc3n2)CC1	i
Cc1cc(C)n(C(=O)c2ccco2)n1	i
N#Cc1c(NC(NC(=O)c2cccs2)C(Cl)(Cl)Cl)sc2c1CCCC2 (stereo not given)	i
O=Cc1ccccc1OCc1ccccc1F	i
CN(Cc1ccccc1)S(=O)(=O)c1ccc(Br)s1	i
COc1ccc(NC(=O)c2ccccc2Br)cc1	i
CN(C)c1nc2ncnc(SCC(=O)Nc3ccc(Cl)cc3)c2s1	i
O=C(CN1C(=O)C2CCCCN2C(=O)c2ccccc21)NCc1ccc(F)cc1 (stereo not given)	37%*
O=[N+]([O-])c1cccc(CN2CCC(N3CCCCC3)CC2)c1	i

Next part:
molecule	ST2 inh
CCOC(=O)c1c(C)oc2cc(Br)c(OCC#N)cc12	i
CC(=O)c1cccc(Nc2ncnc3c2cnn3-c2cccc(C)c2)c1	i
O=S(=O)(c1ccccc1)N1N=C(c2cccs2)CC1c1ccc(Br)cc1 (stereo not given)	?
O=C(CN1CCOCC1)Nc1c(C(=O)c2ccc(F)cc2)oc2ccccc12	?
CCn1cnc2cc(NCc3ccc(Cl)cc3)ccc21	?
CCOCCn1c(=O)c2c(nc3n2CCN3c2ccccc2)n(C)c1=O	i
Cc1c(Cl)ccc(S(=O)(=O)n2cnc3ccccc32)c1Cl	i
Cc1cc(Br)ccc1NC(=O)c1ccc2c(c1)C(=O)N(CC(C)C)C2=O	i
CCc1nc(N=C(N)N)nc2cc(C)ccc12	?
O=C(Nc1nc(-c2ccncc2)cs1)c1ccc(S(=O)(=O)N2CCCCC2)cc1	?
COc1ccc(NC(=O)c2cc3cc4ccc(Cl)cc4nc3o2)cc1Cl	?
Oc1ccc(O)c2c1C1c3ccccc3C2c2ccccc21	?
OC[C@@]1(O)CO[C@@H](OC[C@H]2O[C@@H](OCc3ccccc3)[C@H](O)[C@@H](O)[C@@H]2O)[C@@H]1O	?
CCC(C)Nc1nc(-c2ccc(OC)c(OC)c2)nc2ccccc12 (stereo not given)	i
COCCN(Cc1cccs1)C(=O)c1c(C)nc2ncccn12	?

Later entries.
molecule	ST2 inh
COCCO[C@H]1[C@H](NC(=O)C(C)C)c2ccccc2C12CCN(C(=O)c1cccnc1SC)CC2	?
COc1ccccc1/C=C/C=C1\N=C(c2ccc(OC)c([N+](=O)[O-])c2)OC1=O	?
COc1ccc(-c2cccc(C(=O)Nc3ccc(OC)c(OC)c3)c2)cc1	i
O=C(O)CS(=O)(=O)c1ccc(-c2ccc(S(=O)(=O)CC(=O)O)cc2)cc1	i
O=C(O)COc1ccc(NC(=O)c2ccc([N+](=O)[O-])cc2)cc1	i
O=C(Nc1ccccc1)c1cc(S(=O)(=O)Nc2cccnc2)cs1	?
Cc1cccc(NC(=O)c2cnn(-c3ccccc3)c2NC(=O)c2ccc(F)cc2)c1	i
O=C(C[C@@H]1O[C@H](CNS(=O)(=O)c2ccccc2)[C@@H](O)[C@H]1O)N1CCN(c2ccccc2)CC1	i
COc1ccc(Cl)cc1NC(=O)c1coc(=O)c2ccccc12	i
O=C(Cc1ccccc1[N+](=O)[O-])NCCC1=CCCCC1	i
O=C1OC(=O)[C@H]2[C@@H]1[C@@H]1CC[C@H]2O1	i
CCC(=O)N1CCc2cc(Br)cc(S(=O)(=O)NC3CCCc4ccccc43)c21 (stereo not given)	i
Cc1cc(N(C)Cc2nc3ccsc3c(=O)[nH]2)nc(-c2cccnc2)n1	i
O=C(/C=C1\Sc2ccccc2NC1=O)NCCCN1CCCC1=O	?
Cc1cccc(NC(=O)CN2CCCN(Cc3cccc(F)c3)S2(=O)=O)c1	i

Further results follow:
molecule	ST2 inh
CCCC(=O)Nc1cc(C)ccc1OCc1cc(=O)n2oc(C)cc2n1	i
CC(C)CN(CC(C)C)C(=O)c1cccc(F)c1	i
CCn1c(C(C)NC(=O)c2cccs2)nc2ccccc21 (stereo not given)	i
Cc1cc(NC(=O)CCN2CCN(c3ccccc3F)CC2)ccc1Br	i
Cc1cc2c(c(=O)o1)C1(C(=O)N(CC(=O)O)c3ccccc31)C(C#N)=C(N)O2 (stereo not given)	i
Cc1nc(C2CCCN2)n(-c2cccc3ccccc23)n1 (stereo not given)	i
Cc1cc(Nc2ccccc2)nc(N2CCN(S(=O)(=O)c3ccc4c(c3)Cc3ccccc3-4)CC2)n1	?
NC(=O)c1c(NC(=O)COc2ccccc2Cl)sc2c1CCC2	i
Cn1c(=O)c2c(nc(N3CCCCC3)n2CCSc2nnnn2-c2ccccc2)n(C)c1=O	i
O=C(NCCc1nnc2n1CCNCC2)c1cc2ccccc2[nH]1	?
Cc1ccc(NC(=O)C2CCCC2)c(-n2cnnc2)c1	i
CCc1nc2cc(-c3c(OC)cccc3OC)ccc2o1	i
O=C(C1CC1)N1CCc2cc(S(=O)(=O)N3CCN(C4CCCCC4)CC3)ccc21	i
COC(=O)[C@@H]1Cc2nc[nH]c2CN1Cc1cc2ccccc2o1	?
O=c1c2cnn(-c3ccc(F)cc3)c2ncn1C/C=C/c1ccccc1	i

Following part.
molecule	ST2 inh
CC(C)NC(=O)c1cc2n(n1)C(C(F)(F)F)CC(c1ccc(Cl)c(Cl)c1)N2 (stereo not given)	i
O=C(Cn1cnc2c(oc3ccccc32)c1=O)NC1CCCCC1	?
COc1ccc2nc(SCC(=O)c3ccc4c(c3)OCO4)[nH]c2c1	i
Cc1cc(C)cc(NC(=O)CSc2cn(CCNC(=O)c3ccc(F)cc3)c3ccccc23)c1	i
CCN1CCN(CC(O)COc2cccc(OC)c2)CC1 (stereo not given)	i
Cc1ccccc1-c1ccc(CN2CCC(N)(C(=O)O)C2)cc1 (stereo not given)	i
CCc1noc(C)c1C(=O)N1CCC(CCC(=O)NCc2cccnc2)CC1	?
COc1ccc(-c2c(C#N)c(N)nc(SCC(N)=O)c2C#N)cc1	i
CC(C)c1nc(C2Cc3ccccc3O2)n(-c2ccccn2)n1 (stereo not given)	?
Cc1ccc(-n2c(CN3CCCCC3)n[nH]c2=O)cc1C	?
CC1(C)CC1C(=O)NCc1ccccc1 (stereo not given)	i

Molecules above that have a CF3 group, in the order listed:
molecule	ST2 inh
CN(C)S(=O)(=O)NC1CC(=O)N(Cc2ccccc2C(F)(F)F)C1 (stereo not given)	i
CC(C)NC(=O)c1cc2n(n1)C(C(F)(F)F)CC(c1ccc(Cl)c(Cl)c1)N2 (stereo not given)	i
